Screening results as filed in PubChem BioAssay.
USP1 inh: inhibitors of human USP1/UAF1 deubiquitinase | AID 743255 | recombinant USP1/UAF1, Ub-Rhodamine cleavage fluorescence | 0.23% of 390,000 active | Potency, µM (titrated, usually from 57.1 µM), without a hit: at the top dose activity change, negative = inhibition, hits mostly inhibitors | O94782; also: potency is read from the fitted curve at half-maximal effect; % is scaled to controls: 0 for no effect and ±100 for the full control effect; nearly all actives have a fitted effect of over 60% in size; inactives centre near -12
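High-throughput fluorogenic screen: 1nM USP1/UAF1 complex, Ub-Rho substrate 150nM final, 50mM HEPES pH 7.8 with 0.5mM EDTA, 0.1 mg/ml BSA, 1mM TCEP and 0.01% Tween-20.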
TRHR ag: activates the human TRH receptor; 0.18% of 360,000 active; P34981; activation, % at 2 µM; TRHR cells, calcium flux fluo-8, FDSS agonist mode; in the data active = activation above about 30%; also: 0% is about no effect
Target sequence (P34981 whole entry, looked up): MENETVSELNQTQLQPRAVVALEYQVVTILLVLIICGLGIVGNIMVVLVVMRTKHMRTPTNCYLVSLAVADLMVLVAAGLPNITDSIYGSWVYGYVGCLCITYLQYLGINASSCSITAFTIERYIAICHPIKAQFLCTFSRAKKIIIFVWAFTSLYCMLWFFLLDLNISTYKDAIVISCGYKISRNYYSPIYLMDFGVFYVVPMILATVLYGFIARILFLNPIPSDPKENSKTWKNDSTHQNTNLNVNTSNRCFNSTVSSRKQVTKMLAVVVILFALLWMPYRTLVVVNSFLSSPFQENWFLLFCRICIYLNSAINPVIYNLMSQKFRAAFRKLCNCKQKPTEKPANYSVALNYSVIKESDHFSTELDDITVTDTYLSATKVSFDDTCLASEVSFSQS
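Agonist-mode FDSS calcium read (Ex 480/Em 530, 1 s cycles) in 1536-well TRHR cells with fluo-8 dye, after 10-cycle baseline and 23 nL compound addition; TRH at EC20 (10 nM final) added afterwards for the enhancer phase.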
D2 ag: D2 dopamine receptor (human) agonism. 0.53% of 340,000 active. activation, % at 2 µM. HEK293 T-REx D2 cells, calcium flux agonist mode. P14416;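 active = activation over 3 SD above normal in the single-dose calcium agonist read, cut at about 30% in these data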; also: 0% is about no effect
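Calcium-flux readout, 1 cycle/sec over 180 s following compound pin transfer, in inducible HEK293 Trex D2 cells (force-coupled); dopamine controls included. Positive calcium responses during this window marked compounds as potential agonists.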
mIDH1 inhibitor: blocks human mutant IDH1 R132H enzyme; O75874; IDH1-R132H enzyme, NADPH consumption, diaphorase/resazurin fluorescence; Potency, µM (highest dose often 76.6 µM), inactives show top-dose activity change, negative = inhibition, hits mostly inhibitors; 0.093% of 390,000 active; also: potency is read from the fitted curve at half-maximal effect; % is scaled to controls: 0 for no effect and ±100 for the full control effect; nearly all actives have a fitted effect of over 65% in size
Target sequence (O75874 whole entry R132H, stated change not applied): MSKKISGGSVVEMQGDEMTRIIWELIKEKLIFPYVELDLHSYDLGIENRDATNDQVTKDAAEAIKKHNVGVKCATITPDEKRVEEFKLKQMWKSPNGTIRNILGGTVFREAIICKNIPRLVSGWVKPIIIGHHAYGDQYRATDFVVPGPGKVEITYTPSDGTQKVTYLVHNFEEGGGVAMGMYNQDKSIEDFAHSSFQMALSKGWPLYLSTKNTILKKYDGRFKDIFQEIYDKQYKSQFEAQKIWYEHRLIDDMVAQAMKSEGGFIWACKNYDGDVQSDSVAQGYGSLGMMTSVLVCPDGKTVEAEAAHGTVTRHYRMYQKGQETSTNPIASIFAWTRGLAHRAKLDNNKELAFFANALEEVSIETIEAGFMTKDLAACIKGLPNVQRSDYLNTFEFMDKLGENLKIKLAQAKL
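IDH1-R132H (0.5 ug/mL dispensed) in pH 7.5 Tris buffer was preincubated 30 min with compound, then given a substrate mix of 0.016 mM NADPH and 2 mM alpha-KG for 80 min at room temperature; remaining NADPH was read by diaphorase/resazurin fluorescence.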
D2 antag: D2 dopamine receptor (human) antagonism; P14416; HEK293 TREx D2 cells, calcium flux, dopamine EC80; inhibition, % at 10 µM; 2% of 340,000 active; in the data active = inhibition above about 30%; also: 0% is about no effect
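In this primary screen, negative modulation is detected by tracking calcium flux after an EC80 dopamine challenge in inducible HEK293 T-REx D2 cells preexposed to test compound for 180 s.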
TRHR PAM: TRH receptor (human) allosteric enhancement | TRHR cells, fluo-8 calcium fluorescence, EC20 TRH enhancement | enhancement, % at 2 µM | 0.66% of 360,000 active | AID 493056; in the data active = enhancement above about 30%; also: 0% is about no effect
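Enhancer read-out: after compound pinning and an initial kinetic agonist-mode read, an EC20 of TRH (10 nM final) was injected and fluo-8 calcium signal (Ex 480/Em 530) followed at 1 s/cycle for 100 cycles in TRHR-expressing cells.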
TrxR1 inh: rat TrxR1 inhibition; recombinant rTrxR1, NADPH fluorescence consumption, selenite substrate; Potency, µM (top dose mostly 114 µM), without a hit: top-dose activity change, negative = inhibition, hits mostly inhibitors; 1% of 390,000 active; also: potency is read from the fitted curve at half-maximal effect; % is scaled to controls: 0 for no effect and ±100 for the full control effect; nearly all actives have a fitted effect of over 65% in size
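Rat TrxR1 (90 nM in the dispensed reagent) was pre-reduced with 400 uM NADPH for 5 min at room temperature, then incubated with compound for 15 min. After 400 uM selenite was added, NADPH fluorescence (Ex 340/Em 450 nm) was followed for 8 min.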
TrxR1 substrate: substrates of rat thioredoxin reductase 1. AID 588456. Potency, µM (series often up to 114 µM), for the others: top-dose activity change, negative = substrate turnover. purified TrxR1 substrate turnover, NADPH consumption readout. O89049. 0.01% of 390,000 active; also: potency is read from the fitted curve at half-maximal effect; % is scaled to controls: 0 for no effect and ±100 for the full control effect; nearly all actives have a fitted effect of over 50% in size
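Rat TrxR1, dispensed at 90 nM, was prereduced with 400 uM NADPH (final) for 5 min at ~22 deg C, then incubated with compound 15 min before 400 uM selenite. A first-read NADPH fluorescence drop versus no-compound background flagged substrates.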
Pin1 inhibitor: human Pin1 inhibition. Q13526. Pin1 FP peptide displacement, HiFluor488, 10 min. Potency, µM (titrated, usually from 115 µM), without a hit: at the top dose activity, negative = inhibition, actives largely listed as inhibitors. 0.009% of 390,000 active; active = well fitted inhibition curve with a large enough effect in the polarisation, with a control signal flat, not every such curve was filed as active; inconclusive = small, poorly fitted or top-dose-only effect, or effect the other way, or a change in a side signal; inactive = no such curve, though single readings can be large or run the other way; the % refers to the polarisation; also: potency is read from the fitted curve at half-maximal effect; % is scaled to controls: 0 for no effect and ±100 for the full control effect
Target sequence (Q13526 whole entry, looked up): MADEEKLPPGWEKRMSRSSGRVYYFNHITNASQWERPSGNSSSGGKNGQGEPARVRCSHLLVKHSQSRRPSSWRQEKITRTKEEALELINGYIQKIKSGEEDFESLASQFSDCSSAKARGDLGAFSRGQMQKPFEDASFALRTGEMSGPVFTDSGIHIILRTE
* = called active by the depositor; ? = inconclusive; . = not tested or not shown; & = joins results of further samples; [ ] = dose if it differs, or a comment. Unless noted, calls follow the shape of the dose curve; as a rule, active = well fitted inhibition curve with a large enough effect; inconclusive = small, poorly fitted or top-dose-only effect; inactive = no such curve, though single readings can be large or run the other way. A portion of the library (hit frequency here may not be typical).

molecule | USP1 inh | TRHR ag | D2 ag | mIDH1 inhibitor | D2 antag | TRHR PAM | TrxR1 inh | TrxR1 substrate | Pin1 inhibitor
S=C(Nc1ccccc1)Nc1cccc(Br)c1 | -18% | 1.2 | 2.1 | -4% | 0 | -1 | -29% | -5% | 3%
CCN1CCN(CCCNC(=O)c2cc3c(=O)n(CC)c4ccccc4c3s2)CC1 | -23% | -0.3 | . | -1% | . | 10 | 26% | 48%[activator] | -7%
Cn1c(CNC(=O)CCNC(=O)c2ccc(Br)cc2)cc(=O)n(C)c1=O | -9% | 0.8 | 1.2 | 0% | -3 | -5 | 14% | -2% | -1%
Cc1nc(SCC(=O)NCc2ccccc2)c2oc3ccccc3c2n1 | -4% | -0.5 | 0.5 | -1% | -2 | -4 | 13% | -1% | -7%
Cc1cc(C(F)F)n2ncc(C(=O)O)c2n1 | -5% | 1.6 | 0.2 | -3% | 27 | -6 | 8% | 4% | 1%
COc1ccc(OC)c(/C=N/NC(=O)c2c(C)nc3ccc(C)cn23)c1 | -19% | -1.5 | 0.0 | 18% | 26 | 1 | 34%[activator] | 132%[activator] | 6%
CC(=O)OC1=Cc2c(ccc3ccc(=O)oc23)OC1(C)C | -24% | -0.4 | 1.1 | 5% | -6 | 1 | 4%[57.1 µM] | -1%[57.1 µM] | -8%
COc1ccc2nc(N(Cc3ccccc3)C(=O)CCNC(C)=O)sc2c1 | -14% | 9.5 | 0.1 | 0% | 18 | 1 | 5% | -1% | 5%
Cc1ccc(NC(=O)C2CCCN(S(=O)(=O)c3ccc4[nH]c(=O)ccc4c3)C2)cc1Cl (stereo unspecified) | -21% | 0.8 | 0.1 | -9% | . | -3 | 21% | 5% | 2%
CC1CCCN(c2c(S(=O)(=O)c3ccccc3)cnc3ccc(Cl)cc23)C1 (stereo unspecified) | -19% | -0.4 | -0.5 | 0% | . | 1 | 15% | 4% | 2%
Cc1ccc(CNC(=O)c2cnc(N3CCCC3)nc2C)cc1 | -22% | -0.4 | . | . | . | -5 | 25%[57.1 µM] | 12%[57.1 µM] | 3%
CN(c1ccc(C(=O)NCCSCc2c(F)cccc2Cl)cc1)S(C)(=O)=O | -11% | -1.8 | 0.0 | 0% | 8 | -4 | 7% | -4% | 4%
COc1ccc(C(=O)Nc2ccc(NC(=O)c3cnccn3)cn2)cc1 | 1% | . | . | -7% | . | . | 8% | 6% | -3%
COc1ccc2cc(CNc3ccccc3)c(=O)n(CC(=O)Nc3ccc(C)cc3C)c2c1 | 19% | -0.6 | -0.8 | -17% | . | 3 | 61%[activator] | 17% | 10%
CCC(C)OC(=O)c1[nH]c2c(c1C)C(=O)CC(c1ccc(N(C)C)cc1)C2 (stereo unspecified) | -23% | -1.3 | -0.2 | 5% | -8 | 7 | 17%[57.1 µM] | -6% | 4%
CNS(=O)(=O)c1cccc(C(=O)OCC(=O)c2cc(C)n(-c3ccc4c(c3)OCO4)c2C)c1 | -24% | 0.3 | 0.0 | 9% | -29 | -16 | 2% | 2% | 15%
CC(NC(=O)C1CCCN1S(=O)(=O)c1cccc2cccnc12)c1ccccc1 (stereo unspecified) | -13% | -0.3 | -1.5 | -5% | -15 | -4 | 0% | -4% | 1%
Cc1cc(C)nc(N(C#N)Cc2cccc(Cl)c2)n1 | -1% | -0.8 | -2.2 | 1% | -20 | 3 | 4% | -5% | 3%
CCOc1ccc(Nc2ncnc3c2c(-c2ccccc2)cn3-c2cccc(C)c2)cc1 | 17% | -0.4 | -0.4 | -3% | . | -5 | 34%[57.1 µM] | 16%[57.1 µM] | -1%
O=C(COC(=O)COc1ccc2ccccc2c1)NCC(F)(F)F | -25% | 0.0 | 4.6 | 9% | 1 | -7 | -1% | -3% | -10%
Cc1ncoc1C(=O)NC1CC(C)(C)Cc2c1cnn2-c1ccccc1 (stereo unspecified) | -22% | 0.0 | -0.2 | 2% | -4 | 1 | 0% | -3% | -1%
O=C(CSc1ccccn1)Nc1ccc(Cl)cn1 | -20% | -0.4 | -1.3 | 0% | -9 | 12 | -6% | -5% | -2%
COc1ccc(NC(=O)c2csc(C)c2)cc1OC | -4% | -0.1 | -0.3 | -4% | -3 | -3 | 3% | 0% | 0%
O=C(CC1C(=O)NCCN1Cc1ccccc1C(F)(F)F)NC1CCCC1 (stereo unspecified) | -16% | 0.2 | 0.4 | 6% | 5 | -7 | ? | -10% | ?
COc1ccc(N(C)S(=O)(=O)c2ccc3c(c2)NC(=O)CO3)c(OC)c1 | -23% | 0.3 | 0.3 | 5% | 2 | 2 | 1% | 0% | 6%
CC(C)C(=O)Nc1ccc(Br)cc1Cl | -23% | -1.4 | -1.7 | -2% | 3 | -1 | 21% | 6% | -10%
Cc1ccc(NC(=O)c2ccco2)cc1NC(=O)CSc1nnc(-c2cccs2)n1C | 0% | -1.0 | -0.4 | 0% | -11 | 0 | 10% | -1% | -10%
CCCCC(CC)CNC(=O)c1[nH]c(C)c(C(C)=O)c1C (stereo unspecified) | -12% | -1.1 | -1.2 | -1% | -6 | -11 | -4% | -9% | -10%
CC1(C)Cc2c(sc3nc(C4CCCCC4)n(N)c(=O)c23)CO1 | 2% | -0.3 | -0.3 | 7% | 6 | -7 | 11%[11.4 µM] | 8%[57.1 µM] | 2%
Cc1cc(C)cc(C(=O)Nc2cccnc2)c1 | -9% | -0.4 | -0.9 | 3% | -10 | -10 | 14% | 5% | -3%

Going on with the list:
molecule | USP1 inh | TRHR ag | D2 ag | mIDH1 inhibitor | D2 antag | TRHR PAM | TrxR1 inh | TrxR1 substrate | Pin1 inhibitor
Cn1c(=O)c2c(-c3ccccc3F)c3c(nc2n(C)c1=O)-c1ccccc1C3O (stereo unspecified) | -22% | 0.6 | 0.3 | 5% | 20 | -5 | -15% | -2% | -8%
O=C(O)c1ccccc1Oc1ccc(Oc2ccccc2)cc1 | -22% | 0.0 | 0.0 | -9% | 4 | 2 | 27% | 2% | 0%
C=CCn1c(C(C)NC(=O)CC)nc2ccccc21 (stereo unspecified) | 1% | 0.1 | -0.8 | -1% | 4 | -8 | 24% | 12% | 1%
O=C(OC(C(=O)NCc1ccc2c(c1)OCO2)c1ccccc1F)c1ccco1 (stereo unspecified) | -20% | -0.4 | -2.0 | 0% | 6 | 5 | 13%[57.1 µM] | 6%[57.1 µM] | 1%
CCCN1C2CCCC1CC(NC(=S)Nc1cc(C)ccc1C)C2 (stereo unspecified) | -14% | 0.1 | -1.7 | 3% | -23 | 3 | 7%[57.1 µM] | 8%[57.1 µM] | -1%
CC(C)[C@H](NC(=O)N1c2ccccc2NC(=O)[C@@H]1C(C)C)C(=O)N1CCC[C@H]1C(=O)O | -4% | -0.1 | -0.9 | 0% | -9 | 4 | 13% | -2% | -3%
Cc1cc(C)cc(NC(=O)C2CC(=O)N(c3ccccc3)C2)c1 (stereo unspecified) | -22% | -1.0 | -0.1 | -7% | . | -2 | 9% | -6% | -2%
COc1cc(OC)c(NC(=O)CC(C)S(=O)(=O)c2ccc3c(c2)NC(=O)CO3)cc1Cl (stereo unspecified) | -25% | 0.3 | -0.2 | -16% | . | 9 | 13% | -1% | -17%
CCCCN(CCCC)CCNC(=O)CN1C(=O)CSc2ccc(S(=O)(=O)N3CCOCC3)cc21 | -9%&-4% | 0.0&-0.5 | 0.8&0.3 | 11%&1% | 0 | -1&3 | -3% | -2% | -1%&6%
C=CC[C@@H](CC(=O)N(CCO)Cc1ccccc1)C(=O)N[C@H](COC(=O)[C@@H](CC=C)Cc1ccc(F)cc1)C(C)(C)C | -8% | . | . | 8% | . | . | -9% | -11% | -1%
COc1ccc(N2CC(NC(=O)c3ccco3)CC2=O)cc1 (stereo unspecified) | 0% | 0.1 | 0.4 | 0% | . | 3 | 9%[57.1 µM] | 2%[57.1 µM] | 3%
Cc1ccc(C(C)C)c(OCC(O)CN2CC(C)OC(C)C2)c1 (stereo unspecified) | -10% | -1.3 | 9.3 | 12% | -5 | 2 | 8% | -1% | -3%

Some of these compounds in order of number of heavy atoms, descending:
molecule | USP1 inh | TRHR ag | D2 ag | mIDH1 inhibitor | D2 antag | TRHR PAM | TrxR1 inh | TrxR1 substrate | Pin1 inhibitor
C=CC[C@@H](CC(=O)N(CCO)Cc1ccccc1)C(=O)N[C@H](COC(=O)[C@@H](CC=C)Cc1ccc(F)cc1)C(C)(C)C | -8% | . | . | 8% | . | . | -9% | -11% | -1%
CCCCN(CCCC)CCNC(=O)CN1C(=O)CSc2ccc(S(=O)(=O)N3CCOCC3)cc21 | -9%&-4% | 0.0&-0.5 | 0.8&0.3 | 11%&1% | 0 | -1&3 | -3% | -2% | -1%&6%
COc1cc(OC)c(NC(=O)CC(C)S(=O)(=O)c2ccc3c(c2)NC(=O)CO3)cc1Cl (stereo unspecified) | -25% | 0.3 | -0.2 | -16% | . | 9 | 13% | -1% | -17%
O=C(OC(C(=O)NCc1ccc2c(c1)OCO2)c1ccccc1F)c1ccco1 (stereo unspecified) | -20% | -0.4 | -2.0 | 0% | 6 | 5 | 13%[57.1 µM] | 6%[57.1 µM] | 1%
C=CCn1c(C(C)NC(=O)CC)nc2ccccc21 (stereo unspecified) | 1% | 0.1 | -0.8 | -1% | 4 | -8 | 24% | 12% | 1%

Next records:
molecule | USP1 inh | TRHR ag | D2 ag | mIDH1 inhibitor | D2 antag | TRHR PAM | TrxR1 inh | TrxR1 substrate | Pin1 inhibitor
CC(=O)OCCNC(=O)Cn1cnc2c1c(=O)n(C)c(=O)n2C | -14% | 0.5 | 1.0 | -2% | 3 | -5 | 9%[2.29 µM] | 3% | -1%
C=CCOc1ccc(/C=N/NC(=O)c2cc3c(OC)cc(OC)cc3[nH]2)cc1 | -10% | 0.2 | 0.4 | -6% | 9 | 12 | 4% | 17% | 0%
CCOCc1nnc(NC(=O)c2cccs2)s1 | -17% | 0.3 | 0.1 | 4% | 3 | -1 | 11% | 3% | -13%
O=C(CSc1nc(Nc2ccccc2)nc(N2CCOCC2)n1)NC1CCCCC1 | -4% | 0.2 | 0.2 | 1% | -1 | 2 | -7% | -5% | -1%
